Tb PGK inh – T. brucei PGK inhibition; P07378; PGK/GAPDH coupled, Kinase-Glo luminescence, 60 min; Potency, µM (series often up to 57.5 µM), for inactives: top-dose activity change, negative = inhibition, hits mostly inhibitors; hit rate 0.043% among 380,000; further: on the % scale 0 is the no-effect control and ±100 the full control effect; nearly all actives have a fitted effect of over 60% in size
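Luminescent ATP detection (Kinase-Glo Plus) follows a 60-minute room-temperature incubation, with wells lacking PGK as controls. Buffer: 100 mM TEA (pH 7.6), 5 mM MgCl2, 0.01% Tween-20. Coupling enzyme GAPDH (100 nM final) supplies unstable 1,3-BPG in-well.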
HP1b binding inh – blocks HP1-beta chromodomain binding to methylated histone tails; Potency, µM (series often up to 114 µM), without a hit: at the highest dose activity change, negative = inhibition, actives largely listed as inhibitors; AlphaScreen HP1-beta / biotin-H3K9me3 peptide binding; P83916; hit rate 0.56% among 390,000; further: nearly all actives have a fitted effect of over 70% in size; inactives centre near 23
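Compound inhibition of the preformed complex between 50 nM HP1-beta and 50 nM biotinylated H3K9me3 peptide was read by AlphaScreen. Buffer was PBS pH 7.4 with 0.01% Tween-20. Incubations ran 30 min at room temperature, with 10 ug/mL donor/acceptor beads.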
BLM inh – Bloom syndrome helicase (human) inhibition | Potency, µM (top dose mostly 56.1 µM), without a hit: at the top dose activity change, negative = inhibition, usual class: inhibitors | hit rate 0.2% among 350,000 | P54132 | recombinant BLM DNA unwinding, fluorescence dequenching;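 further: plate controls were vehicle for no effect and no enzyme for full effect; nearly all actives have a fitted effect of over 35% in size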
Pol iota inh – inhibitors of human DNA polymerase iota. Pol iota fluorescent replication assay, 10 min. Potency, µM (highest dose often 115 µM), for inactives: at the highest dose activity, negative = inhibition, usual class: inhibitors. hit rate 1% among 390,000. AID 588590
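Pol iota at 10 nM preincubated 15 min with compounds at room temperature; reaction started with fluorescent substrate, 50 nM final. Fluorescence read kinetically at 0 and 10 min; buffer-only wells as negative control.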
BAZ2B block – inhibitors of human BAZ2B bromodomain. Potency, µM (series often up to 114 µM), inactives show at the top dose activity change, negative = inhibition, usual class: inhibitors. hit rate 4.4% among 360,000. AID 504333. AlphaScreen BAZ2B-H3K14Ac peptide displacement; further: on the % scale 0 is the no-effect control and ±100 the full control effect; nearly all actives have a fitted effect of over 60% in size
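AlphaScreen luminescence quantifies BAZ2B engagement of H3K14Ac peptide; the protein and biotinylated peptide are both at 50 nM final, buffer PBS pH 7.4 with 0.01% Tween-20, all steps at room temperature.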
GLS inhibitor – glutaminase GLS (human) inhibition. O94925. GLS enzymatic activity, qHTS titration. Potency, µM (doses to about 45.5 µM), for the others: at the top dose activity change, negative = inhibition, usual class: inhibitors. hit rate 0.21% among 410,000. AID 624170; further: on the % scale 0 is the no-effect control and ±100 the full control effect
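Enzyme dispensed in phosphate buffer (45 mM, pH 8.2, 0.02% Tween-20), compounds pinned in, then 1 mM L-glutamine solution and the glutamate oxidase–HRP–Amplex Red mix added; fluorescence read immediately and again after 30 min at room temperature.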
JMJD2A Tudor – JMJD2A Tudor domain (human) inhibition. hit rate 4.4% among 390,000. Potency, µM (top dose mostly 114 µM), for inactives: at the top dose activity change, negative = inhibition, actives largely listed as inhibitors. AID 504339. AlphaScreen JMJD2A-Tudor / H3K4me3 peptide binding; further: on the % scale 0 is the no-effect control and ±100 the full control effect; nearly all actives have a fitted effect of over 50% in size
Target sequence (O75164 whole entry, looked up, the tested form may be a part): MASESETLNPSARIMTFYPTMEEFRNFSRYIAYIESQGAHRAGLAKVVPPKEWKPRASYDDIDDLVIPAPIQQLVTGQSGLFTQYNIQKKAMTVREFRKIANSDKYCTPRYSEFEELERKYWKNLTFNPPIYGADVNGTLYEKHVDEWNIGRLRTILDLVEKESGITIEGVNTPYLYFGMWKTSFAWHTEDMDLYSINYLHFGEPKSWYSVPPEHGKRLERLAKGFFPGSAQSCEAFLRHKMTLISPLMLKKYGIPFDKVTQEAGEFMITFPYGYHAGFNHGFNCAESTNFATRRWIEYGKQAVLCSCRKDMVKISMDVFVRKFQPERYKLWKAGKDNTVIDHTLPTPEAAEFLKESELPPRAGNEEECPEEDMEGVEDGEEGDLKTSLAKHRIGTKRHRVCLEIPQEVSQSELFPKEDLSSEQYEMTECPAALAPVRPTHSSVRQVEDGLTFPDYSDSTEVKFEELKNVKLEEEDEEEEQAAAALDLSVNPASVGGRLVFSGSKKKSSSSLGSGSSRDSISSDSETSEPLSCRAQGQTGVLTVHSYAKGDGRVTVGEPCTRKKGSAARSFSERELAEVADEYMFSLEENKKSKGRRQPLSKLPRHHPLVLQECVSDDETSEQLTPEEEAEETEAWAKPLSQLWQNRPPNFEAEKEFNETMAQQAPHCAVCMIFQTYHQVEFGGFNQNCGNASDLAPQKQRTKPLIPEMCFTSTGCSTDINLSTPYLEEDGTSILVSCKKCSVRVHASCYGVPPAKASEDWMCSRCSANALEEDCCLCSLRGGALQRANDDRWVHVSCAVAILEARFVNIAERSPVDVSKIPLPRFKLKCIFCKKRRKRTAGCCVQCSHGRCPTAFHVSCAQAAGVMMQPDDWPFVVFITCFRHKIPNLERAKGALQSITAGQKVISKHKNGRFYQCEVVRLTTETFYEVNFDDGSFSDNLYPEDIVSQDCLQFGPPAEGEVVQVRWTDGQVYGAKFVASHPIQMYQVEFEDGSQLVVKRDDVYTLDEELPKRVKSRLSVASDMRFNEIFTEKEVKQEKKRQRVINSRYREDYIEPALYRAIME
G9a block – blocks human histone lysine methyltransferase G9a. Q96KQ7. G9a H3K9 monomethylation, AlphaScreen, 2 h. Potency, µM (top dose mostly 102 µM), inactives show at the top dose activity, negative = inhibition, usual class: inhibitors. hit rate 8.8% among 350,000. AID 504332; further: on the % scale 0 is the no-effect control and ±100 the full control effect; nearly all actives have a fitted effect of over 75% in size
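Readings reflect AlphaScreen signal from monomethyl-H3K9 antibody detection. HMT at 20 nM; substrate b-H3K9 500 nM; cofactor SAM 20 uM; 2 h RT reaction; compounds tested as titrations in qHTS with 15 min preincubation.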
Pin1 inh – blocks the human prolyl isomerase Pin1; Potency, µM (doses to about 115 µM), for inactives: at the highest dose activity, negative = inhibition, most hits filed as inhibitors; hit rate 0.009% among 390,000; Q13526; Pin1 FP peptide displacement, HiFluor488, 10 min; active means well fitted inhibition curve with a large enough effect in the polarisation, with a control signal flat, not every such curve was filed as active; inconclusive means small, poorly fitted or top-dose-only effect, or effect the other way, or a change in a side signal; inactive means no such curve, though single readings can be large or run the other way; the % refers to the polarisation; further: on the % scale 0 is the no-effect control and ±100 the full control effect
The depositor's hits bear a star; i = inactive; ? = inconclusive; · = no result given; [ ] = dose if it differs, or a comment. Unless noted, the call rests on the fitted dose curve; in most records, active means well fitted curve in the direction sought with a large enough effect; inconclusive means small, poorly fitted or top-dose-only effect, or another doubt; inactive means no such curve, though single readings can be large; an effect the other way counts as inactive or inconclusive. Potency means the concentration at half of the fitted maximal effect.

Tb PGK inh	compound	HP1b binding inh	BLM inh	Pol iota inh	BAZ2B block	GLS inhibitor	JMJD2A Tudor	G9a block	Pin1 inh
-4%	Cc1occc1C(=O)N1CCCC(N2CCN(c3ccccc3F)CC2)C1 (centres undefined)	15%	-4%	7%	-7%	6%	-4%	-12%[12.7 µM]	1%
5%	CCCCN(CCCC)c1nc(-c2ccccc2)nc2ccccc12	109%[activator]	-8%	-21%	35%	11%	51%[activator]	50%[59 µM]	9%
-2%	COc1cc(OC)cc(-c2c(C#Cc3ccsc3)c3cc(-c4ccc(OC)nc4)ccc3n2C)c1	64%[activator]	·	36%[activator]	3%	0%	-1%	2%[0.501 µM]	76%[activator]
1%	c1ccc2[nH]c(CN3CCCCCC3)nc2c1	25%	-1%	1%[58.9 µM]	-15%	19%	-16%	28µM*	-2%
-2%	COc1ccccc1C(=O)Nc1ccc(S(=O)(=O)Nc2cc(C)on2)cc1	44%	1%	-7%	-4%	4%	1%	-19%[59 µM]	-3%
-6%	CC(O)CN1C(=O)C(CC(=O)Nc2ccc(Cl)cc2)SC1=Nc1ccccc1 (centres undefined)	-21%	-11%	-10%	-31%	-6%	14%[11.4 µM]	?	-1%
-3%	COCC(=O)Nc1ccccc1C(=O)NC(C)C	1%	-8%	43%[activator]	4%	3%	-12%	9%[59 µM]	0%
6%	Cc1cccn2c(=O)nc(SCC(=O)N3CCCCC3)nc12	27%	·	60%[activator]	-5%	1%	0%	-35%	-5%
-8%	COC(=O)c1ccc(=O)c2nc3/c(=C/O)c(O)cc(=O)c3[nH]c12	-69%	18µM*	?	0.71µM*	5µM*	0.63µM*	0.79µM*	7.1µM*
4%	CC(C)Cc1ccc(CN2CCCC(NC(=O)CCN3CCOCC3)C2)cc1 (centres undefined)	8%	-1%	16%	-21%	2%	-24%	11%	-3%
i	Cc1cccc(N2C(=O)/C(=C/c3cccnc3)SC2=S)c1	-8%	-5%	19%	?	-3%	?	16µM*	2%
-1%	COC(=O)c1cccc(NC(=O)CCNC(=O)c2ccco2)c1	28%	3%	64%[activator]	0%	-1%	0%	23%	8%
i	CCOC(=O)Cn1c(C)[n+](CC(=O)c2ccccc2)c2ccccc21	32%	-2%	17%	5%	7%	0%	5%	8%
i	CCOc1ccc(Br)cc1S(=O)(=O)Nc1ccc(C(=O)OCC(=O)N(C)c2ccccc2)cc1	14%	2%	203%[activator]	-20%	0%	-6%	-10%[59 µM]	1%
0%	O=C1NC2c3ccccc3CC2O1 (centres undefined)	41%[activator]	-4%	5%	-5%	-1%	-9%	30%	-1%
i	COc1cc(C(=O)OCC(=O)c2ccc(S(=O)(=O)N3CCCCC3)cc2)cc(OC)c1OC	24%	·	31%[activator]	3%	-1%	-22%	14%[12.7 µM]	29%
-8%	CCC(C)(C(=O)NC1CCCC1)N(C(C)=O)c1ccc(C)cc1 (centres undefined)	17%	-10%	-11%	-6%	11%	-8%	0%[59 µM]	0%
-3%	Cc1ccc2cc(CN(CC3CCCO3)C(=O)C(C)C)c(=O)[nH]c2c1 (centres undefined)	13%	-1%	5%	0%	-18%	-25%	?	0%
-7%	COc1ccc(S(=O)(=O)CCC(=O)NC2CCCCC2)cc1	-15%	2%	6%	5%	-5%	-8%[11.4 µM]	11%[12.7 µM]	-7%
2%	Cc1cc2oc(=O)cc(CN3CCCCC3)c2cc1O	38%	1%	-1%	1%	-5%	-8%	-15%	-14%
i	CC(NC(=O)C1CCC(CNS(=O)(=O)c2ccccc2)CC1)c1ccccc1 (centres undefined)	2%	-4%	145%[activator]	0%	-4%	-8%	9%	0%
i	CC1(C)CC(=O)C2=C(C1)Nc1ccccc1NC2c1cc(Cl)ccc1O (centres undefined)	16%	-3%	101%[activator]	?	-10%	-6%	-8%	-5%
7%	COc1cc(/C=C2/NC(=O)N(Cc3ccccc3F)C2=O)cc(OC)c1OC	30%	1%	25%	-18%	-6%	-19%	-13%[59 µM]	2%
8%	CCCC(O)c1nc2ccccc2n1Cc1ccccc1OC (centres undefined)	35%	0%	0%	?	-11%	-10%	10%[59 µM]	-3%
-5%	O=S(=O)(c1ccc(F)cc1)N1CCN(CC(O)COCc2ccccc2)CC1 (centres undefined)	?	·	13%	·	10%	5.6µM*	·	-5%
-6%	CCc1nnc(SCc2cn3c(C)cc(C)nc3n2)n1N	39%[activator]	-2%	0%	12%	2%	-7%	29%[12.7 µM]	-6%
0%	CCN(CC)C(=O)c1nc[nH]c1C(=O)O[C@@H](C)c1ccccc1	26%	·	-22%	·	-3%	1%	·	25%
0%	CCOc1ccc(/C=C/C(=O)Nc2ccc(C(N)=O)cc2)cc1OC	5%	3%	13%	12%	4%	-14%	4%[59 µM]	0%
-9%	COc1ccc(OC)c(NC(=O)CSC2=Nc3ccccc3C3=NC(CCC(=O)NC4CCCCC4)C(=O)N23)c1 (centres undefined)	0%	-9%	28%	-15%	?	-26%	0%[59 µM]	0%
8%	Cc1ccc(C)c(C(=O)CN2C(=O)CCC2=O)c1	28%	-1%	10%	-2%	16%	-13%	8%	4%

4 entries drawn at random from those above:
Tb PGK inh	compound	HP1b binding inh	BLM inh	Pol iota inh	BAZ2B block	GLS inhibitor	JMJD2A Tudor	G9a block	Pin1 inh
-5%	O=S(=O)(c1ccc(F)cc1)N1CCN(CC(O)COCc2ccccc2)CC1 (centres undefined)	?	·	13%	·	10%	5.6µM*	·	-5%
2%	Cc1cc2oc(=O)cc(CN3CCCCC3)c2cc1O	38%	1%	-1%	1%	-5%	-8%	-15%	-14%
i	Cc1cccc(N2C(=O)/C(=C/c3cccnc3)SC2=S)c1	-8%	-5%	19%	?	-3%	?	16µM*	2%
-9%	COc1ccc(OC)c(NC(=O)CSC2=Nc3ccccc3C3=NC(CCC(=O)NC4CCCCC4)C(=O)N23)c1 (centres undefined)	0%	-9%	28%	-15%	?	-26%	0%[59 µM]	0%

Further compounds
Tb PGK inh	compound	HP1b binding inh	BLM inh	Pol iota inh	BAZ2B block	GLS inhibitor	JMJD2A Tudor	G9a block	Pin1 inh
-10%	Cc1c(-n2c(SCC(C)C)nc3ccccc3c2=O)c(=O)n(-c2ccccc2)n1C	36%	0%	142%[activator]	-15%	-11%	-5%	-2%	-8%
-3%	CC(=O)NC1CC2CCCC(C1)N2C(=O)Nc1cccc(Cl)c1 (centres undefined)	62%[activator]	·	16%	·	-7%	5%	·	-2%
-9%	O=C(CNC(=O)C1(c2ccccc2)CC1)Nc1ccc(F)c(F)c1	42%[activator]	·	37%[activator]	11%	-8%	-2%	20%[0.501 µM]	-3%
-3%	Clc1nc(-c2n[nH]nc2Cl)n[nH]1	23%	0%	18%	-5%	2%	-33%	-18%[59 µM]	0%
5%	CCn1nc(NC(C)=O)c2cc3ccc(C)cc3nc21	21%	-4%	5%	7%	0%	10%	2%	3%
i	COc1ccc(/C=C(/CC(=O)NCc2ccc(Cl)cc2)c2nc3ccccc3s2)cc1	37%	-3%	-15%	-3%	0%	-10%	-11%[59 µM]	15%
10%	CCc1ccc(NC(=O)CC2C(=O)N(c3ccc(C)cc3)C(=O)N2C2CC2)cc1 (centres undefined)	19%[57 µM]	-2%	6%	-5%	-2%	-4%	12%	2%
7%	COc1ccc(Cl)cc1NC(=O)Cn1c(=O)n2nc(-c3ccccc3)nc2c2ccccc21	42%[activator]	-8%	29%	-2%	-7%	-11%	-29%[59 µM]	1%
i	CC(NC(=O)CSc1ncccn1)c1ccccc1 (centres undefined)	24%	-3%	1%	9%	3%	1%	9%	-10%
i	Cc1oc2ncnc(N3CCCCC3)c2c1C(=O)N1CCN(c2cccc(C(F)(F)F)c2)CC1	-18%	-3%	-20%	-11%[57.1 µM]	-13%	-29%	-35%[59 µM]	-8%
i	COC(=O)c1ccccc1NC(=O)C1CCCN(c2nnc(C)c3c(C)n(-c4ccccc4)nc23)C1 (centres undefined)	41%[activator]	-7%	40%[activator]	79µM*	-6%	-3%	?	4%
-1%	CCOC(=O)C1=C(C)NC(=O)NC1	24%	-1%	12%	8%	8%	-12%	19%[59 µM]	-7%
3%	CC(C)(C)OC(=O)CC[C@@H](C(=O)NCCCCCCCCCCC(=O)N1CCN(C(=O)OC(C)(C)C)CC1)n1cc(CCCCCNC(=O)OC(C)(C)C)nn1	30%	·	?	24%	1%	-17%	4%[2.33 µM]	1%
-6%	Cc1ccccc1NC(=O)c1c(-c2ccccc2)noc1C	49%[activator]	-3%	14%	3%	-8%	6%	6%[12.7 µM]	-1%
-7%	CCN(CC)S(=O)(=O)c1ccc(NC(=O)CSc2nc3nc(C)cc(C)c3c(=O)[nH]2)cc1	13%	·	11%	·	7%	-14%	·	21%
-4%	Cc1cc(NC(=O)C2C3C(=O)N(CC4CCCO4)C(C(=O)NCc4ccccc4)C34C=CC2(C)O4)no1 (centres undefined)	40%[activator]	-1%	4%	-6%	5%	-13%	-3%[59 µM]	-1%
-23%	COc1cc2c(cc1NC(=S)Nc1cccc(C(F)(F)F)c1)oc1ccccc12	-16%	-10%	14%	-37%	-11%	-27%[57.1 µM]	-40%[59 µM]	-1%
-4%	O=C(CCCC(=O)OCC(=O)c1cccs1)Nc1ccc(F)cc1	52%[activator]	2%	-1%	1%	3%	11%	·	-5%
2%	CN(C)c1ccc(/C=N/NC(=O)Cn2nnc3ccccc32)cc1	-1%	-7%	0%	-27%	7%	-12%	14µM*	-5%
3%	CCCCn1cc(SCC(=O)O)c2ccccc21	31%	3%	0%	1%	14%	1%	4%[12.7 µM]	-1%
-6%	CC(C)CCOP(=O)(c1ccc(N(C)C)cc1)C(O)c1ccccn1 (centres undefined)	23%	-2%	15%	-2%	23%	-25%	-7%	8%
4%	CCNC(=O)CSc1nc2ccccc2c(=O)n1OC	19%	0%	-5%	0%	11%	8%	79µM*	-2%
i	COc1ccc(C)cc1NC(=O)c1cc2ccccc2cc1OCC(=O)NCc1ccco1	9%	-6%	16%	-21%	-20%	-3%	4%[59 µM]	26%
-9%	CCn1c(SCc2ccc(C(=O)Nc3nccs3)cc2)nnc1-c1ccc(N)cc1	35%	2%	-16%	-24%	0%	-8%	?	-1%

This is a subset, so the mix of outcomes need not match the whole.
